IMPase Li inh: IMPase inhibition in cells with lithium potentiation. CHO-M1 cells, IP1 TR-FRET (IP-One), carbachol + lithium. Potency, µM (highest dose often 59.4 µM), without a hit: at the highest dose activity, negative = IMPase inhibition, most hits filed as inhibitors. hit rate 0.35% among 210,000. AID 1457;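 note: IP1 builds up when IMPase is blocked and the TR-FRET signal falls; potency is the fitted concentration of half-maximal effect; plate controls were basal vehicle for no effect and high inhibitor control for full effect; nearly all actives have a fitted effect of over 50% in size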
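CHO cells stably expressing M1 receptor (2000/well, cultured 16–30 h) treated 30 min at 37C with compound plus low lithium. Cytosolic IP1 by TR-FRET (665/620 ratio and 620 channel) after 10 min lysis; AC50 by Hill fit.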
HTT aggregate: mutant huntingtin aggregation inhibition; hit rate 1.1% among 220,000; PC12 HttQ103-GFP aggregates, Acumen cytometry, 40 h; Potency, µM (top dose mostly 46.1 µM), for the others: at the highest dose activity change, negative = inhibition, actives largely listed as inhibitors; note: potency is the fitted concentration of half-maximal effect; % is set by controls: 0 for no effect and ±100 for the full control effect; nearly all actives have a fitted effect of over 60% in size
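Aggregates are detected as GFP objects 1–25 µm with signal 6 STDEV over background in lysates of induced PC12 cells. These carry Huntingtin exon 1 with 103 glutamines fused to GFP under an ecdysone promoter; compounds titrated.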
Lamin A splicing: changes lamin A minigene splicing in HeLa cells; HeLa LMNA splicing GFP/RFP minigene ratio, 48 h; Potency, µM (highest dose often 46.1 µM), inactives show top-dose ratio change, negative = inhibition, most hits filed as inhibitors; hit rate 0.01% among 200,000; AID 1487; active = well fitted inhibition curve with a large enough effect in the signal ratio, with a control signal flat, not every such curve was filed as active; inconclusive = small, poorly fitted or top-dose-only effect, or effect the other way, or a change in a side signal; the % refers to the signal ratio; note: potency is the fitted concentration of half-maximal effect; % is set by controls: 0 for no effect and ±100 for the full control effect
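S3 HeLa cells stably expressing lamin A-EGFP splicing minigene plus DsRed2, 600 cells/well, 48 h compound exposure at 37C. Laser-scanning cytometry; analysed as GFP (500-530 nm)/RFP (575-640 nm) total intensity ratio; 0.5% DMSO vehicle.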
Epigenetic derep: regulators of epigenetic silencing causing reporter derepression in mouse cells; murine LDR cells, GFP reporter derepression, 30 h; Potency, µM (highest dose often 53.9 µM), inactives show top-dose GFP activation, most hits filed as activators; hit rate 0.2% among 280,000; AID 1865; note: potency is the fitted concentration of half-maximal effect; % of control where 0% means no effect; nearly all actives have a fitted effect of over 60% in size
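Murine LDR cells bearing a silenced CMV-driven GFP reporter were exposed to compound for 30 h at 37 C. After PBS washes, GFP-positive cells (20-120 um objects) counted by laser-scanning microplate cytometry.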
NPSR antag: neuropeptide S receptor (human) antagonism, cAMP; CHO-NPSR cells, cAMP TR-FRET, antagonist mode; Potency, µM (series often up to 38.3 µM), inactives show top-dose activity change, negative = inhibition, most hits filed as inhibitors; hit rate 1% among 220,000; AID 1461; note: potency is the fitted concentration of half-maximal effect; % is set by controls: 0 for no effect and ±100 for the full control effect; nearly all actives have a fitted effect of over 50% in size; many of its hits are not listed in these tables
Target sequence (Q6W5P4 whole entry, looked up): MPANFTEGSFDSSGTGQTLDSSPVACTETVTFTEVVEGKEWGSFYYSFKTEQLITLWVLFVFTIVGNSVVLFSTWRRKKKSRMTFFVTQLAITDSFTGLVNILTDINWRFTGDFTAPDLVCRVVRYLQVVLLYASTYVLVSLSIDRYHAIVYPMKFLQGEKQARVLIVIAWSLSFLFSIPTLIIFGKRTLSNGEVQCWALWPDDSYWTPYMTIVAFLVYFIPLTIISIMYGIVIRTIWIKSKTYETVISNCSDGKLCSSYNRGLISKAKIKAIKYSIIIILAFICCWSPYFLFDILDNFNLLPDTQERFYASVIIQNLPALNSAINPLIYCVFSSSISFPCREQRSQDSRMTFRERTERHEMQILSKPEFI
Luc counter: Kinase-Glo luciferase inhibition (counter-screen); Kinase-Glo luciferase, ATP luminescence, 8 min; Potency, µM (top dose mostly 38.3 µM), for the others: at the highest dose activity change, negative = inhibition, usual class: inhibitors; Q27757; hit rate 0.28% among 200,000; AID 1379; note: potency is the fitted concentration of half-maximal effect; % is set by controls: 0 for no effect and ±100 for the full control effect; nearly all actives have a fitted effect of over 60% in size
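Compound is pinned into ATP-containing buffer (10 uM ATP, imidazole pH 7.2, 7 mM MgCl2). Kinase-Glo luciferase reagent is then added. Light output is recorded following an 8-min room-temperature incubation.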
CBFb RUNX1 block: inhibitors of human CBF-beta and RUNX1 interaction; 230,000 tested, under 10 active; AlphaScreen CBFb-His/RUNX1-biotin binding, biochemical; Potency, µM (titrated, usually from 59.8 µM), for inactives: at the top dose activity, negative = inhibition, hits mostly inhibitors; AID 1477; Q01196+Q13951; note: % of control where 0% means no effect
Target sequence (Q01196 whole entry, looked up): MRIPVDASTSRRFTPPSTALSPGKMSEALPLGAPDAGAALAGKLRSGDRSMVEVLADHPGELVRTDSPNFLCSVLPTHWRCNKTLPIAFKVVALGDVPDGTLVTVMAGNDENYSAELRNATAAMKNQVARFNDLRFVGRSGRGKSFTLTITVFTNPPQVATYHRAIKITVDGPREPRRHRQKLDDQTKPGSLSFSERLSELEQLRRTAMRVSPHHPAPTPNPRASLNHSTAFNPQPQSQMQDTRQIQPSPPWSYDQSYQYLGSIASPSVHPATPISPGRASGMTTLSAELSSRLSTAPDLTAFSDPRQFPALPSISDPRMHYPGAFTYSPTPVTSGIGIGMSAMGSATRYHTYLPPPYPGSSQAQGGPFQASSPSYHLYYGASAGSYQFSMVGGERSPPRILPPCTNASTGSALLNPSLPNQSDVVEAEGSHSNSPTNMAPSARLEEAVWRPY
Target sequence (Q13951 whole entry, looked up): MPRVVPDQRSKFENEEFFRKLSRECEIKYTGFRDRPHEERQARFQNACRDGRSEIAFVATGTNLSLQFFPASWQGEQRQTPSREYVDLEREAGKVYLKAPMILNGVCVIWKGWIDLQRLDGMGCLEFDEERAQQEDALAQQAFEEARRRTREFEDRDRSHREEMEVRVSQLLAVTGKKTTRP
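AlphaScreen proximity signal reports loss of binding between His-tagged CBF-beta and biotin-labelled RUNX1, each at 30 nM. Proteins are pre-associated for 20 minutes, compounds added for 15 minutes, then beads for 90 minutes, all at ambient temperature.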
Numbers without * were called inactive; ? = inconclusive; . = no result given; & = joins results of further samples; [ ] = remark or other dose. Unless noted, calls come from the whole dose curve; as a rule, active = well fitted curve in the direction sought with a large enough effect; inconclusive = small, poorly fitted or top-dose-only effect, or another doubt; inactive = no such curve, though single readings can be large; an effect the other way counts as inactive or inconclusive. Some of the compounds tested, so the mix of outcomes need not match the whole.

SMILES | IMPase Li inh | HTT aggregate | Lamin A splicing | Epigenetic derep | NPSR antag | Luc counter | CBFb RUNX1 block
CCCCN(C(=O)CCC(=O)Nc1cc(C)on1)C(C(=O)NC(C)(C)C)c1cccc(OC)c1OC (stereo not drawn) | 1% | ? | -10% | 2.4% | 3%[46.1 µM] | -4% | 9%
CN(CC(=O)Nc1ccccc1Cl)C(=O)CSc1nc2ccccc2s1 | . | 2% | -10% | -0.9% | -8%[46.1 µM] | . | 1%
COCCNS(=O)(=O)c1ccc2c(c1)n(C)c(=O)n2C | 28%[38.3 µM] | 19% | 5% | 0.1% | 1%[46.1 µM] | -1% | -6%
On1nnc2c3ccccc3c3ccccc3c21 | 2% | 11%[9.22 µM] | ? | 0.8% | 18% | 0% | 7%
C[C@@H](CN1C2=NC[C@H](C)N2C[C@H]1Cc1ccc(O)cc1)NC(=O)CCC1CCCCC1 | 5% | 5%[9.22 µM] | . | -0.7% | 5% | . | 8%
CCCCNC(=O)NNC(=O)COc1cccc(C)c1C | -8% | 12% | -2% | -3.0% | 25% | 0% | 5%
CCN(CC)c1ccc(/C=N/NC(=O)c2cccc(N3CCCC3=O)c2)cc1 | 2% | . | -2%[46 µM] | -1.1% | -16% | -2% | 1%
Clc1ccc(-c2cc(COc3ccccc3)no2)cc1Cl | 1%[38.3 µM] | 1% | -3% | -1.6% | -11%[46.1 µM] | -2% | ?
COc1ccc(/C=C/C(=O)NCC2COc3ccccc3O2)c(OC)c1 (stereo not drawn) | 10% | 8% | -13%[46 µM] | -0.7% | -15% | -1% | 8%
Cc1cc(NC(=O)CCNS(=O)(=O)c2cc(Br)cnc2N)ccc1Br | 4%[38.3 µM] | -20% | -4% | -1.0% | -18%[46.1 µM] | -2% | -1%
O=S(=O)(NCc1cc(-c2ccccc2)no1)c1ccccc1 | 6% | 2% | -8%[46 µM] | -1.4% | -3% | 0% | -12%
COc1ccc(C(=O)ON=C2CCN(C)CC2)cc1 | 5% | -10%[9.22 µM] | . | 0.0% | -17% | 1% | 3%
COc1cccc(NC=C2C(=O)OC(C)(C)OC2=O)c1 | 8%[38.3 µM] | 0%[9.22 µM] | 14% | -2.6% | -8%[46.1 µM] | 0% | 5%
C/C(=N\N=C1\NC(=O)C(CC(=O)O)S1)c1ccccn1 (stereo not drawn) | . | -16%[9.22 µM] | . | -1.3% | -7% | . | 5%
CC(=O)c1ccc(Cc2ccccc2)cc1 | -2% | -20% | ? | -2.2% | 12% | 7% | 11%

Arranged by molecular weight (low to high): some entries from above
SMILES | IMPase Li inh | HTT aggregate | Lamin A splicing | Epigenetic derep | NPSR antag | Luc counter | CBFb RUNX1 block
COc1ccc(C(=O)ON=C2CCN(C)CC2)cc1 | 5% | -10%[9.22 µM] | . | 0.0% | -17% | 1% | 3%
COc1cccc(NC=C2C(=O)OC(C)(C)OC2=O)c1 | 8%[38.3 µM] | 0%[9.22 µM] | 14% | -2.6% | -8%[46.1 µM] | 0% | 5%
CCCCNC(=O)NNC(=O)COc1cccc(C)c1C | -8% | 12% | -2% | -3.0% | 25% | 0% | 5%
CCN(CC)c1ccc(/C=N/NC(=O)c2cccc(N3CCCC3=O)c2)cc1 | 2% | . | -2%[46 µM] | -1.1% | -16% | -2% | 1%

Profiles from above. Order of screens: IMPase Li inh, HTT aggregate, Lamin A splicing, Epigenetic derep, NPSR antag, Luc counter, CBFb RUNX1 block
C/C(=N\N=C1\NC(=O)C(CC(=O)O)S1)c1ccccn1 (stereo not drawn) across the screens: ., -16%[9.22 µM], ., -1.3%, -7%, ., 5%
Cc1cc(NC(=O)CCNS(=O)(=O)c2cc(Br)cnc2N)ccc1Br across the screens: 4%[38.3 µM], -20%, -4%, -1.0%, -18%[46.1 µM], -2%, -1%
COc1cccc(NC=C2C(=O)OC(C)(C)OC2=O)c1 across the screens: 8%[38.3 µM], 0%[9.22 µM], 14%, -2.6%, -8%[46.1 µM], 0%, 5%
COc1ccc(C(=O)ON=C2CCN(C)CC2)cc1 across the screens: 5%, -10%[9.22 µM], ., 0.0%, -17%, 1%, 3%

(more compounds)
SMILES | IMPase Li inh | HTT aggregate | Lamin A splicing | Epigenetic derep | NPSR antag | Luc counter | CBFb RUNX1 block
O=C(CCn1nc(-c2ccc(Cl)cc2)c2ccccc2c1=O)Nc1cccnc1 | 17% | -5% | . | -0.3% | -31% | 1% | 4%
O=C(CSc1nnc(CNc2ccc(F)cc2)n1Cc1ccccc1)N1CCOCC1 | 1%[38.3 µM] | 15% | 6% | 0.1% | -21%[46.1 µM] | 10% | 9%
O=c1c2ccccc2cnn1Cc1n[nH]c(=S)n1C1CC2CCC1C2 (stereo not drawn) | . | 24%[9.22 µM] | . | 0.0% | 3% | . | 5%
S=C(NCCc1ccccc1)NC1CCC(NC(=S)NCCc2ccccc2)CC1 (stereo not drawn) | -8% | 20% | 24%[46 µM] | 16% | -6% | 0% | 4%
O=C(/C=C/c1ccccc1[N+](=O)[O-])OC1CCCCC1=O (stereo not drawn) | 10% | 16% | 9%[46 µM] | 4.5% | 2% | 5% | -1%
O=C(Nc1ccc(Cl)cc1)c1cc(S(=O)(=O)N2CCOCC2)cs1 | 1%[38.3 µM] | 10µM* | ? | -0.5% | 1%[46.1 µM] | 12% | 0%
CCCCCOC(=O)Cc1c(O)c2ccccc2[nH]c1=O | 15%[38.3 µM] | -3% | 6% | -1.0% | -3%[46.1 µM] | 2% | 0%
Cc1ccc(-c2ccc(/C=N/NC(=S)Nc3ccccc3)o2)cc1[N+](=O)[O-] | -4%[38.3 µM] | 27% | -10% | 1.3% | -18%[46.1 µM] | -1% | -19%
CC(C)(C)CC(=O)NC(=S)NCc1ccccc1 | 3% | -1% | ? | -5.1% | -30% | 2% | 0%
COc1ccc2[nH]c(=O)c(CNc3ccccc3C)cc2c1 | . | -16%[9.22 µM] | . | 0.1% | 0% | . | -5%
COC(=O)[C@@H](NC(=O)NC(C)CCc1ccccc1)C(C)C (stereo partly drawn) | 4%[38.3 µM] | -5% | 10% | -0.7% | 3%[46.1 µM] | -7% | 3%
Cc1ccc(S(=O)(=O)N2CCOCC2)cc1NC(=O)COC(=O)CNC(=O)c1ccc(C(C)(C)C)cc1 | 0% | 8% | 6% | -1.8% | 5% | -5% | -4%
O=C(CNC(=O)c1ccccn1)N/N=C/c1ccccc1 | -13%[38.3 µM] | 13% | 5% | 0.0% | -3%[46.1 µM] | -1% | 3%
Cc1ccc(CC2CC(=O)N(c3nc4ccccc4s3)C2=O)cc1 (stereo not drawn) | 10% | 3%[9.22 µM] | . | -2.9% | -10% | 0% | 2%
Cc1cc2c(c(=O)n1CCN(C)C)C(c1ccncc1)C(C#N)=C(N)O2 (stereo not drawn) | 21%[38.3 µM] | -4% | 5% | -0.8% | 0%[46.1 µM] | -2% | 2%
O=C(c1ccc2c(c1)OCO2)C1CCCN(C(=O)C2CCOCC2)C1 (stereo not drawn) | 23% | ? | . | -0.6% | -8% | 3% | 18%
Cc1ccc2c(C)cc(=S)[nH]c2c1 | -12% | -3% | . | 0.2% | -17% | -4% | 16%
CCOC(=O)c1ccc(NC(=O)CN2CCN(c3ccccc3)CC2)cc1 | 17%[38.3 µM] | -3% | 5% | 0.0% | -18%[46.1 µM] | -4% | 1%
CCOC(=O)CCCNC(=O)COC(=O)c1ccc(O)cc1 | 15%[38.3 µM] | -15% | 5% | 0.0% | 2%[46.1 µM] | -1% | 9%
COc1ccccc1C(=O)NNC(=O)c1cccc(F)c1 | 0% | -5% | ? | 0.0% | 28% | ? | 8%
CCN(CCS(=O)(=O)c1ccc(Cl)cc1)C(=O)Nc1ccccc1 | . | -8%[9.22 µM] | . | 1.1% | ? | . | -4%
COc1ccccc1NC(=O)C1=C(C)NC(=O)NC1c1cccs1 (stereo not drawn) | -2% | -26% | . | 0.1% | -6% | -9% | -2%
CCOc1ccc(C2c3c(oc4cc(C)c(C)cc4c3=O)C(=O)N2CCCN(C)C)cc1OC (stereo not drawn) | 20%[38.3 µM] | -10% | -2% | 0.8% | ? | 0% | -8%
Cc1ccc(NC(=O)C2C(=O)N(CCO)C3(C)CC2c2ccccc2O3)cc1 (stereo not drawn) | -4% | -5% | -8% | -2.0% | -1%[46.1 µM] | 1% | 6%
Cc1nn(-c2ccccc2)c2sc(C(=O)OCC(=O)N3CCCCC3)cc12 | -4%[38.3 µM] | 21% | -4% | -0.2% | 3%[46.1 µM] | -8% | 0%
Clc1nc(Cl)nc(NCCC2=CCCCC2)n1 | -2% | 9% | 5%[9.22 µM] | 1.2% | 13% | 3% | -11%
COc1ccccc1C(=O)NNC1=C(C(=O)C(F)(F)F)CCC1 | 1%[38.3 µM] | 11% | ? | -0.9% | 4%[46.1 µM] | -2% | -6%
O=C(c1c(F)cccc1F)N1CCN(c2ncccn2)CC1 | -2%[38.3 µM] | 7% | -4% | -5.5% | -13%[46.1 µM] | -3% | 6%
CN(C(=O)CSc1nnc(-c2cccnc2)n1-c1ccccc1F)C1CCS(=O)(=O)C1 (stereo not drawn) | 10% | 10% | 2%[46 µM] | -1.3% | 12% | 4% | 9%
CCN1CCN(C(=O)c2ccccc2N(C)S(=O)(=O)c2ccc(C)cc2)CC1 | 27%[38.3 µM] | -20% | 1% | 0.0% | -7%[46.1 µM] | 3% | 1%
CC(=O)c1cccc(N=C2NC(=O)CS2)c1 | 27%[38.3 µM] | -5% | -2% | -0.1% | 3%[46.1 µM] | 16% | 0%
COC(=O)[C@@H]1C[C@H]1[C@@H](NC(=O)c1ccccc1)c1ccccc1 | 4%&1% | 17% | ? | -2.6%&0.0% | 13% | -4%&2% | 5%[2.36 µM]
O=C(CC(=O)c1ccccc1)Nc1cc(C(F)(F)F)ccc1Cl | 2% | -10% | -15% | -1.1% | -15%[46.1 µM] | 1% | -4%

Compound activity (PubChem BioAssay)
